From PubChem BioAssay
M1 PAM parental: counter-screen for M1 PAMs: effect in parental CHO-K1 cells | 360,000 compounds, 0.02% hits | activation, % at 3 µM | ATP EC20, Fluo-8 calcium fluorescence; 0% at ATP EC20, 100% at ATP max;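 active = activation above the run cutoff, the mean activation of all test compounds plus 3 SD, cut at about 40% in these data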;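 also: peak over basal fluorescence ratio in a 140 s read after ATP addition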
TAAR1 ag: human TAAR1 agonism | 360,000 compounds, 0.99% hits | CHO RD-HGA16 TAAR1, Fluo-8 calcium fluorescence; vehicle wells 0%, saturating PEA agonist 100% | Q96RJ0 | activation, % at 3 µM | AID 624467;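 active = activation above the mean activation of all test compounds in the run plus 3 SD, cut at about 38% in these data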
Target sequence (Q96RJ0 whole entry, looked up): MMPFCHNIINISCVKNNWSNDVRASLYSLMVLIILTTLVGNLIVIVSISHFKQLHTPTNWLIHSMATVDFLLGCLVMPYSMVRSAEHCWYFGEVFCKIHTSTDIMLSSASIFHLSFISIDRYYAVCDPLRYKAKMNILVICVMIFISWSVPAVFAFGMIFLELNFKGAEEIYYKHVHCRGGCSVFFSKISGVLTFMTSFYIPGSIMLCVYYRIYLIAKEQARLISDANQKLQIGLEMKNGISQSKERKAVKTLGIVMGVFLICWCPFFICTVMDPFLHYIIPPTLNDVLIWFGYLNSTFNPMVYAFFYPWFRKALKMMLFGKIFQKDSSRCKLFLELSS
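Test system: RD-HGA16 (CHO) cells co-expressing Gα16 and hTAAR1 | Doses: Single dose, 3 µM | Schedule: 17-24 h seeding, 75 min 37 °C dye, 30 min RT | Evaluation: % activation from peak over basal fluorescence ratio, DMSO-to-PEA scaled | Technique: Kinetic Fluo-8 calcium fluorescence | Benchmarks: Low control DMSO, high control PEA (EC100)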
CHO parental Ca: counter-screen: ATP calcium response change in parental CHO cells; 330,000 compounds, 0.63% hits; AID 463079; parental CHO-K1, ATP-induced calcium, Fluo-8 fluorescence; inhibition, % at 5.6 µM;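 active = inhibition above that plate's mean sample inhibition plus 3 SD, cut at about 26% in these data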;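 also: 0% = ATP-challenged DMSO wells and 100% = DMSO wells without ATP; some compounds past the cut are filed as inactive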
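Material – parental CHO cells · Reagent – ATP stimulus · Compound – single nominal dose of 5.6 µM per compound · Detection – Fluo-8 fluorescence · Read-out basis – percent inhibition of calcium signal · Controls – ATP-challenged DMSO wells low, unchallenged DMSO wells high · Repeats – no replicates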
CHRM1 agonist: activates human CHRM1 receptor; CHO-K1 hM1, Fluo-8 calcium fluorescence, agonist mode; 0% DMSO, 100% acetylcholine EC100; AID 588814; 360,000 compounds, 0.33% hits; P11229; activation, % at 3 µM;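 active = activation above the run's mean compound activation plus 3 SD, cut at about 16% in these data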;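 also: peak over basal fluorescence ratio within a 140 s kinetic read after compound addition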
CHO-K1 Ca ag: counter-screen for M1 agonists: effect in parental CHO-K1 cells; Fluo-8 calcium fluorescence; scaled to maximal ATP response, vehicle zero; activation, % at 3 µM; 360,000 compounds, 0.48% hits; AID 602248; in the data active = activation above about 15%;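 also: untransfected CHO-K1 host cells lacking M1 receptor as counterscreen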
OXTR potentiate: potentiates the human oxytocin receptor response; P30559; CHO-OTR cells, Fluo-8 calcium fluorescence, potentiator mode; 0% = oxytocin EC15, 100% = EC100; activation, % at 3 µM; 320,000 compounds, 0.061% hits; AID 2445;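 active = activation above that plate's cutoff, the mean activation of tested compounds plus 3 SD, cut at about 6.6% in these data, passing the limit was not always enough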;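 also: 100% uses oxytocin at 75 nM as the full agonist control; some results filed as inactive read as strong as hits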
Target sequence (P30559 whole entry, looked up): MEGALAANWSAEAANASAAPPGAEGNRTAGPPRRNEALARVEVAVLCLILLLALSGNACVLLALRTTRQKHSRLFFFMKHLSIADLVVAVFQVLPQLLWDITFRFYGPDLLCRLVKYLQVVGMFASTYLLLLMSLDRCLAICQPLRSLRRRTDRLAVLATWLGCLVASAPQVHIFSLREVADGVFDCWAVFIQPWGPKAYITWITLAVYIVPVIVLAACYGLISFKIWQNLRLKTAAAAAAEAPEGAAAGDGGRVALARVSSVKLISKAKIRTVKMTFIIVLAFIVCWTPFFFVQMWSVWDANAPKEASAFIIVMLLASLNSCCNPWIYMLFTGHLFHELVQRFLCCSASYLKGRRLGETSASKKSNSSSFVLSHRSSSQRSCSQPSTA
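assay system = CHO-OTR cells, human receptor | schedule = compound 6 min at room temperature before oxytocin, 100 s read | detection = Fluo-8 intracellular calcium fluorescence, ex 470-495, em 515-575 nm | evaluation = normalized max/min fluorescence ratio, % activation | control set = EC15 oxytocin alone as 0%, 75 nM oxytocin (EC100) as 100%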
CHO-K1 Ca antag: counter-screen for M1 antagonists: effect in parental CHO-K1 cells | ATP-induced calcium, Fluo-8 fluorescence | inhibition, % at 3 µM | 360,000 compounds, 0.6% hits | AID 602250;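 active = inhibition above a per-plate cutoff, the plate's mean sample inhibition plus 3 SD, cut at about 24% in these data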;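 also: 0% = DMSO plus EC80 ATP and 100% = DMSO alone without ATP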
V1aR counter: counter-screen for oxytocin receptor agonists: human V1a receptor agonists | P37288 | CHO-V1R cells, Fluo-8 calcium fluorescence, agonist mode; 0% DMSO, 100% 3 nM vasopressin | activation, % at 3 µM | 320,000 compounds, 0.25% hits;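 active = activation above the mean activation of all tested compounds plus 3 SD, per screening run, cut at about 20% in these data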;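 also: signal is peak over basal fluorescence ratio across a 100 second FLIPR read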
TAAR1 antagonist: human TAAR1 antagonism | Q96RJ0 | inhibition, % at 3 µM | CHO RD-HGA16 TAAR1, Fluo-8 calcium fluorescence, antagonist | AID 624466 | 360,000 compounds, 1.5% hits;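 active = inhibition above a per-plate cutoff, the mean inhibition of test compounds on that plate plus 3 SD, cut at about 49% in these data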;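 also: 0% = DMSO plus EC80 beta-PEA response and 100% = DMSO alone without agonist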
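Test system: RD-HGA16 CHO cells with stable hTAAR1 and Gα16 / Probe or stimulus: EC80 β-phenethylamine stimulus / Times: seeding 17-24 h prior, 75-min 37 °C, 30-min RT dye loading / Detection: Fluo-8 calcium-sensitive fluorescence / Read-out basis: % inhibition scaled between DMSO and EC80 PEA controls / Repeats: singlicate, one well per test compound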
Starred values were filed as active, the others as inactive; / = no result given.

SMILES | M1 PAM parental | TAAR1 ag | CHO parental Ca | CHRM1 agonist | CHO-K1 Ca ag | OXTR potentiate | CHO-K1 Ca antag | V1aR counter | TAAR1 antagonist
COc1ccc(C(=O)c2[nH]c(N)c(C(N)=O)c2-c2ccc(OC)c(OC)c2)cc1 | -9.0 | 3.8 | / | / | 2.2 | / | -2.1 | / | 25.2
CC(=O)N1c2ccc(S(=O)(=O)N3CCC(C(=O)NC4CCC(C)CC4)CC3)cc2CC1C (configuration not stated) | 18.8 | 0.0 | -21.0 | -3.7 | 2.2 | -3.5 | -7.9 | 2.6 | -11.6
CCCCCCCCCCS(=O)(=O)N/N=C/c1ccc(O)cc1 | 19.5 | 4.8 | -8.5 | -2.4 | 0.4 | -10.8 | -4.2 | 0.8 | -14.1
CC(=NNS(=O)(=O)c1ccc(C)cc1)c1ccccc1 | -0.3 | 1.2 | / | -1.6 | -0.1 | / | -1.7 | / | -19.8
COc1ccc(Cl)cc1NS(=O)(=O)c1c(C)[nH]c(C)c1C(=O)N1CCCCC1 | 3.3 | 4.6 | -25.9 | 3.6 | 1.7 | -0.3 | -9.3 | 1.8 | -11.3
COc1ccc(OC/C(O)=C(\C#N)c2nc3ccccc3[nH]2)cc1 | 14.9 | 14.2 | -3.7 | -0.4 | 0.4 | -0.4 | -19.9 | 0.0 | 9.4
Cc1cn(C(=O)c2cccc(Br)c2)c(C)n1 | -7.4 | 7.2 | -2.9 | -0.3 | -0.8 | -8.2 | 8.4 | -0.4 | -21.7
COc1ccc(-n2nnc3c(SCC(=O)c4ccccc4)ncnc32)cc1 | 10.1 | 1.4 | -3.9 | -2.9 | 0.0 | 2.1 | 3.5 | 0.2 | 4.0
O=C(CSc1nc2ccsc2c(=O)n1-c1ccccc1)N1CCCC1 | 13.3 | 14.5 | 3.3 | -5.9 | 0.5 | -7.5 | -33.6 | 1.2 | 3.3
COc1cc(/C=C2\C(=N)N3N=C(C)SC3=NC2=O)cc(Cl)c1OCCOc1ccc(NC(C)=O)cc1 | -18.8 | -0.8 | -17.1 | 2.0 | -0.1 | -7.4 | -10.3 | 1.5 | -14.8
CC(=O)Nc1ccc(C(=O)OCC(=O)N2CCC(Cc3ccccc3)CC2)cc1 | -1.3 | 6.4 | -15.2 | 3.0 | 2.7 | -6.1 | -15.8 | 4.3 | 3.7
Cc1cccc(C)c1NC(=O)CN(C)C(=O)CN1C(=O)NC(C)(C)C1=O | 14.6 | 8.0 | -4.9 | -2.9 | 0.6 | -9.8 | -18.2 | 0.2 | -14.9
CCN(CC)S(=O)(=O)c1ccc(C(=O)Nc2nnc(CSC)o2)cc1 | 12.9 | 2.1 | -4.3 | -2.2 | 0.4 | 0.6 | 0.1 | -0.3 | 20.1
CCN1C(=O)[C@H]2[C@@H](c3ccc(Cl)cc3)N3C(=O)CN(CCOC)C(=O)[C@@]3(Cc3ccccc3)[C@H]2C1=O | 9.0 | 14.7 | -10.1 | 0.9 | 0.4 | -3.5 | -9.7 | -0.7 | -12.4
Cc1ccc(Nc2nc(N)nc(CSc3nc(C)cc(C)n3)n2)cc1 | -5.4 | 6.0 | -20.2 | -3.4 | 0.3 | 2.4 | 5.6 | 0.3 | -6.2
NC(=O)C1CCCN(C(=O)c2ccc(Cl)c(S(=O)(=O)N3CCc4ccccc43)c2)C1 (configuration not stated) | -6.6 | 4.2 | / | 2.3 | 2.2 | / | 3.3 | / | -16.6
Cc1ccc(NC(=O)CCC(=O)OCC(=O)c2ccc(-c3ccccc3)cc2)cc1 | 5.8 | 5.4 | -11.0 | -1.1 | 0.0 | -2.5 | -16.2 | -0.3 | 10.1
CCOC(=O)C1=CCN(S(=O)(=O)c2ccc(C)cc2)C1c1ccc(C(C)C)cc1 (configuration not stated) | 0.3 | 0.4 | / | -7.5 | 0.7 | / | 16.2 | / | 8.3
COc1ccc(-c2ccc3c(c2)O[C@@H](CN(C)C(=O)c2ccccc2F)[C@@H](C)CN([C@@H](C)CO)S3(=O)=O)cc1 | 8.2 | 2.4 | / | -3.5 | 0.3 | / | -10.5 | / | 6.2
O=c1c2c(nc3nc(Cc4ccccc4)[nH]n13)CCC2 | 14.1 | 1.4 | -6.8 | 2.3 | -0.5 | -7.5 | 0.3 | 0.5 | 0.5

The last 2 compounds of the part before open the next one:
SMILES | M1 PAM parental | TAAR1 ag | CHO parental Ca | CHRM1 agonist | CHO-K1 Ca ag | OXTR potentiate | CHO-K1 Ca antag | V1aR counter | TAAR1 antagonist
COc1ccc(-c2ccc3c(c2)O[C@@H](CN(C)C(=O)c2ccccc2F)[C@@H](C)CN([C@@H](C)CO)S3(=O)=O)cc1 | 8.2 | 2.4 | / | -3.5 | 0.3 | / | -10.5 | / | 6.2
O=c1c2c(nc3nc(Cc4ccccc4)[nH]n13)CCC2 | 14.1 | 1.4 | -6.8 | 2.3 | -0.5 | -7.5 | 0.3 | 0.5 | 0.5
COC(=O)CSc1nc2ccccc2n1CC(=O)N(C(C)C)C(C)C | -9.9 | 8.9 | -10.5 | -5.2 | -0.2 | -3.0 | 12.3 | 0.4 | -15.5
COc1cc(C2C(C#N)=C(C)NC3=C2C(=O)CC(C)(C)C3)ccc1O (configuration not stated) | 15.6 | 6.0 | -13.0 | -0.3 | 0.0 | 4.1 | -9.2 | -0.3 | -0.9
COc1ccc(CNC(=O)C2CC=CCC2C(=O)O)cc1OC (configuration not stated) | 19.4 | 6.2 | -6.3 | -3.4 | 1.9 | -8.1 | -3.4 | 0.7 | -11.6
COC(=O)CSc1nc2ccccc2nc1SCC(=O)OC | 18.1 | -3.7 | -11.0 | -5.0 | 1.4 | -3.5 | -24.4 | -0.8 | -0.1
COc1ccc(N2CCN(C(=O)c3cn(C)c4ccc(S(=O)(=O)N5CCOCC5)cc4c3=O)CC2)cc1 | -1.3 | 4.0 | -15.8 | -2.0 | 0.4 | -1.4 | -16.3 | 1.1 | -21.7
O=C1CN(C(=O)COC(=O)CCc2ccccc2)c2ccccc2N1 | -2.7 | 4.5 | -9.5 | -2.2 | -0.1 | -8.5 | -9.7 | 0.8 | 17.1
Cc1ccn2cc(C(=O)N3CCN(c4cnn(-c5ccccc5)c(=O)c4Cl)CC3)nc2c1 | 4.0 | 4.5 | -11.4 | -4.3 | 0.7 | 3.1 | -1.4 | 0.6 | 6.5
Cc1ccc(NC(=O)Cc2ccc(F)cc2)cc1 | 5.2 | -0.7 | 15.8 | -5.3 | 0.3 | 0.7 | -19.7 | -0.6 | 0.3
COCCCN1C(=O)c2[nH]nc(-c3ccccc3O)c2C1c1cccc(Cl)c1 (configuration not stated) | 0.8 | 3.8 | -33.7 | -2.7 | 10.2 | -26.9 | -0.9 | 0.7 | 1.7
CC1CC(C)CN(C(=O)c2ccc(C#N)cc2)C1 (configuration not stated) | 17.5 | 3.0 | -2.6 | -3.5 | 0.5 | -21.1 | -4.7 | 0.2 | -16.9
Cc1cc(S(=O)(=O)c2ccc([N+](=O)[O-])cn2)ccc1Br | -26.0 | 6.7 | 55.2* | -1.7 | 0.3 | -8.6 | 9.4 | 10.3 | 40.7
Cc1ccc(S(=O)(=O)N2CCCC2)cc1C(=O)Nc1ccc(-n2cnnn2)cc1 | 12.6 | 5.8 | -10.0 | -0.7 | 5.8 | -9.6 | -14.9 | 4.8 | 5.5
Cc1nc(N2CCN(S(=O)(=O)c3ccccc3)CC2)c2cc(-c3ccccc3)sc2n1 | 4.5 | 4.5 | -0.2 | -2.6 | 2.2 | -10.2 | 6.4 | 0.7 | -6.4
COc1cc(NC(=O)c2onc(C)c2Cl)cc(OC)c1OC | 6.5 | -0.8 | -10.0 | -2.3 | 0.7 | -2.6 | -6.8 | 0.5 | 5.7
O=C(N/N=C\C=C\c1ccc([N+](=O)[O-])o1)c1cccs1 | -16.1 | -0.2 | / | -1.5 | 1.0 | / | -5.5 | / | -3.6
Nc1nnn(Cc2ccccc2)n1 | 10.6 | 2.8 | -10.2 | -2.4 | -0.2 | -3.6 | 6.8 | 0.8 | -5.4
CN(C)N=Nc1ccc(-c2cn(Cc3ccccc3)cn2)cc1 | 27.7 | 2.9 | -20.4 | -5.5 | 1.2 | -8.6 | -13.3 | 1.2 | 0.3
CCOC(=O)CC(NC(=O)c1ccc(C)cc1)c1ccc(C)cc1 (configuration not stated) | 25.8 | -0.8 | -19.2 | -1.3 | 0.6 | -12.8 | -4.4 | 0.3 | 9.5
CCOC(=O)C1CCCN(S(=O)(=O)c2cc(Br)cc3c2N(C(C)=O)CC3)C1 (configuration not stated) | -2.0 | 3.1 | -8.2 | -2.0 | 1.6 | -8.4 | -2.8 | 1.2 | -8.7
CC(=O)Nc1ccc(NC(=O)COc2cc(C)cc3oc(=O)cc(C)c23)cc1 | 2.4 | 1.2 | -6.6 | -1.7 | -0.2 | 0.5 | -4.5 | 1.3 | 2.5
CCn1c2ccccc2c2cc(/C=N/NC(=O)c3cccc(C)c3)ccc21 | 8.5 | 8.0 | -15.9 | -2.5 | 0.0 | -7.3 | -9.4 | -0.7 | -9.0
CC(CN1CCCCC1)OC(=O)c1ccccc1F (configuration not stated) | -22.4 | 1.9 | -3.8 | -8.4 | 0.7 | 0.2 | 15.6 | 0.2 | -12.1
CCN1C[C@@H]2[C@@H]3C(=O)N(Cc4ccccc4)C(=O)[C@@H]3[C@](C)(C(=O)OC)N2C1=NC | 12.9 | / | -8.9 | 1.9 | 1.1 | / | -22.7 | / | /
O=C(CCN1C(=O)C2CC=CCC2C1=O)Nc1nc(-c2ccc(F)c(F)c2)cs1 (configuration not stated) | -10.9 | 31.0 | 6.1 | 0.5 | 9.5 | -9.8 | 10.8 | 11.0 | 60.3*
COc1ccc(/C=C/C(=O)NC(=S)N2CCN(c3ccccc3OC)CC2)cc1 | 11.2 | 0.1 | -21.4 | -3.4 | 0.5 | -3.1 | -6.1 | -1.5 | -11.9
COc1ccc(Br)cc1CN1CCCC(C(=O)N2CCCCCC2)C1 (configuration not stated) | -8.4 | 12.3 | -12.5 | -1.2 | 2.0 | -9.5 | -1.4 | 2.4 | -18.7
COc1ccccc1CCC(=O)N(C)CC(=O)Nc1ccc(F)cc1 | 1.9 | 3.5 | -12.5 | -0.5 | 0.8 | -1.1 | -6.8 | 1.1 | -9.7
COC(=O)c1sc(SC)c2c1CC(C)(C)C/C2=N/O | 11.4 | 3.5 | -12.2 | -6.8 | -0.3 | -10.9 | -11.6 | -0.9 | 3.0
